# Screens deposited in PubChem BioAssay by National Center for Advancing Translational Sciences (NCATS).
# Tb PGK inh: T. brucei PGK inhibition; P07378; Potency, µM (doses to about 57.5 µM), without a hit: at the top dose activity change, negative = inhibition, most hits filed as inhibitors; 380,000 compounds, 0.043% hits; PGK/GAPDH coupled, Kinase-Glo luminescence, 60 min; also: % is scaled to controls: 0 for no effect and ±100 for the full control effect; nearly all actives have a fitted effect of over 60% in size
#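 Recombinant glycosomal PGK reaction used 1,3-bisphosphoglycerate generated in-well by GAPDH (100nM final) in 100mM TEA pH 7.6, 5mM MgCl2, 0.01% Tween-20. After 60 minutes at room temperature, ATP was read by Kinase-Glo Plus luminescence end-point.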
# RGS4 inhibitor: blocks human RGS4-accelerated GTP hydrolysis. Potency, µM (doses to about 114 µM), without a hit: at the top dose activity change, negative = inhibition, actives largely listed as inhibitors. AID 504845. Transcreener GDP fluorescence polarization, RGS4-accelerated GTP hydrolysis. P49798. 390,000 compounds, 0.039% hits; also: % is scaled to controls: 0 for no effect and ±100 for the full control effect; nearly all actives have a fitted effect of over 75% in size; some results filed as inactive show a strong effect at the top dose
# Target sequence (P49798 whole entry, looked up): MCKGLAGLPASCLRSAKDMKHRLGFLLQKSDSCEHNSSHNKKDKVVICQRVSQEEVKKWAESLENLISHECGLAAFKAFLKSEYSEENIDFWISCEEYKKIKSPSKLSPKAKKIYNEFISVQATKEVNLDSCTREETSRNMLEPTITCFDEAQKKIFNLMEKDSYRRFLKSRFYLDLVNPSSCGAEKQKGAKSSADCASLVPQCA
#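 MLSMR compounds (23 nl, pin-transferred) preincubated 10 min at room temperature with a 500nM (2x) first reagent, then RGS4 at 900nM (2x) plus Transcreener GDP mix added; fluorescence polarization (620/688 nm) read before and after 90 min at 30 °C.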
# Pin1 inh: inhibitors of human Pin1; Q13526; Pin1 FP peptide displacement, HiFluor488, 10 min; Potency, µM (highest dose often 115 µM), for the others: at the highest dose activity, negative = inhibition, hits mostly inhibitors; 390,000 compounds, 0.009% hits; active = well fitted inhibition curve with a large enough effect in the polarisation, with a control signal flat, not every such curve was filed as active; inconclusive = small, poorly fitted or top-dose-only effect, or effect the other way, or a change in a side signal; inactive = no such curve, though single readings can be large or run the other way; the % refers to the polarisation; also: % is scaled to controls: 0 for no effect and ±100 for the full control effect
# GLS inhibitor: inhibitors of human glutaminase (GLS); O94925; GLS enzymatic activity, qHTS titration; Potency, µM (titrated, usually from 45.5 µM), for the others: at the top dose activity change, negative = inhibition, actives largely listed as inhibitors; 410,000 compounds, 0.21% hits; AID 624170; also: % is scaled to controls: 0 for no effect and ±100 for the full control effect
#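 hKGA; 45 mM KH2PO4 pH 8.2 + 0.02% Tween-20; cpd via pin tool; 1 mM Gln soln; GluOx/HRP/Amplex Red; RT 30 min; fluor. t0 & final.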
# ALOX12 inh: ALOX12 (human) lipoxygenase inhibition. 580,000 compounds, 1.1% hits. Potency, µM (titrated, usually from 108 µM), without a hit: at the highest dose activity change, negative = inhibition, usual class: inhibitors. P18054. purified 12hLO, xylenol orange hydroperoxide absorbance; also: % is scaled to controls: 0 for no effect and ±100 for the full control effect
#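 Purified human 12hLO at 150 nM in 25 mM Hepes, 0.01% Triton X-100, pH 7.0, preincubated 15 min at room temperature with compound. Reaction started with 40 uM arachidonic acid, 30 min at room temperature. Hydroperoxide measured by Fe-xylenol orange, 573/405 nm absorbance ratio.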
# JMJD2A Tudor: JMJD2A Tudor domain (human) inhibition; 390,000 compounds, 4.4% hits; AlphaScreen JMJD2A-Tudor / H3K4me3 peptide binding; Potency, µM (titrated, usually from 114 µM), without a hit: at the highest dose activity change, negative = inhibition, hits mostly inhibitors; also: % is scaled to controls: 0 for no effect and ±100 for the full control effect; nearly all actives have a fitted effect of over 50% in size
# HP1b chromo inh: HP1-beta chromodomain-methylated histone interaction inhibition. 390,000 compounds, 0.56% hits. Potency, µM (highest dose often 114 µM), without a hit: at the top dose activity change, negative = inhibition, actives largely listed as inhibitors. P83916. AlphaScreen HP1-beta / biotin-H3K9me3 peptide binding; also: nearly all actives have a fitted effect of over 70% in size; inactives centre near 23
# Target sequence (P83916 whole entry, looked up): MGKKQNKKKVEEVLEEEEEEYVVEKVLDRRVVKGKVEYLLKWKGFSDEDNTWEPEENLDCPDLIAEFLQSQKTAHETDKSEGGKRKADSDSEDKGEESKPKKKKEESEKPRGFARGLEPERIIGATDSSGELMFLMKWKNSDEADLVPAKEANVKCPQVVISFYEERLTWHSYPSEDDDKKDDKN
#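 HP1-beta protein (50 nM final) preincubated 30 min at room temperature with biotinylated H3(1-18)K9me3 peptide (50 nM) in PBS pH 7.4, 0.01% Tween-20, then compound added for 30 min. AlphaScreen streptavidin donor/nickel chelate acceptor beads (10 ug/mL final), 30 min dark, luminescence read.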
# ERG-DNA inh: blocks human ERG Ets domain binding to DNA; P11308; fluorescence polarization, His-ERG Ets domain / labelled DNA; Potency, µM (doses to about 76.9 µM), for the others: at the top dose FP activity, negative = inhibition, most hits filed as inhibitors; 370,000 compounds, 0.028% hits; AID 624246; active = well fitted inhibition curve with a large enough effect in the polarisation, with a control signal flat; inconclusive = small, poorly fitted or top-dose-only effect, or effect the other way, or a change in a side signal; inactive = no such curve, though single readings can be large or run the other way; the % refers to the polarisation;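 also: polarization taken with two DNA probes labelled with fluorescein and Texas red; % of control where 0% means no effect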
#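 His-tagged ERG Ets domain (1 uM in the protein solution; 300mM KCl, 50mM Tris-HCl, 1mM EDTA, 1mM DTT, pH 7.5) received compound, then a probe mix of 5 nM fluorescein-DNA and 100nM Texas-615-DNA. Fluorescence polarization was read for both dyes.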
# TrxR1 inh: blocks rat thioredoxin reductase 1. AID 588453. O89049. Potency, µM (highest dose often 114 µM), without a hit: at the top dose activity change, negative = inhibition, most hits filed as inhibitors. 390,000 compounds, 1% hits. recombinant rTrxR1, NADPH fluorescence consumption, selenite substrate; also: % is scaled to controls: 0 for no effect and ±100 for the full control effect; nearly all actives have a fitted effect of over 65% in size
# Target sequence (O89049 whole entry, looked up): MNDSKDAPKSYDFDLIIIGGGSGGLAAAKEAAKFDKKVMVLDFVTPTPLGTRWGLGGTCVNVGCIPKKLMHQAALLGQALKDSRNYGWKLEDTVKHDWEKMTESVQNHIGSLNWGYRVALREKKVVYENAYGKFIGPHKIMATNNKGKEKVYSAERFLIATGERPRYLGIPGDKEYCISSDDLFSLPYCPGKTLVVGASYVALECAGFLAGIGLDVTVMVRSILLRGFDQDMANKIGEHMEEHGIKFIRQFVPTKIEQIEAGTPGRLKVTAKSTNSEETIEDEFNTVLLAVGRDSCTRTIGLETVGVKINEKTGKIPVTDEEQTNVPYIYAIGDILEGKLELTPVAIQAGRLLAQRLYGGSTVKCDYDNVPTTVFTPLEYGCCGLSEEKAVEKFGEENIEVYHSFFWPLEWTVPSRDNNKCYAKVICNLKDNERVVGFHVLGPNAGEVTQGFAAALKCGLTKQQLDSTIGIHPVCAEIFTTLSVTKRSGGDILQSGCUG
#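 Rat TrxR1 (90 nM in the dispensed reagent) was pre-reduced with 400 uM NADPH for 5 min at room temperature, then incubated with compound for 15 min. After 400 uM selenite was added, NADPH fluorescence (Ex 340/Em 450 nm) was followed for 8 min.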
# Numbers without * were called inactive; i = inactive; u = inconclusive; x = not tested or not shown; [ ] = another dose, or the depositor's remark. Unless noted, calls follow the shape of the dose curve; as a rule, active = well fitted curve in the direction sought with a large enough effect; inconclusive = small, poorly fitted or top-dose-only effect, or another doubt; inactive = no such curve, though single readings can be large; an effect the other way counts as inactive or inconclusive. Potency is read from the fitted curve at half-maximal effect.
item	Molecule	Tb PGK inh	RGS4 inhibitor	Pin1 inh	GLS inhibitor	ALOX12 inh	JMJD2A Tudor	HP1b chromo inh	ERG-DNA inh	TrxR1 inh
1	Cn1c(CCNC(=O)c2cccs2)nnc1SCC(=O)N1CCN(c2ccccc2)CC1	-7%	-1%	0%	12%	18%	-12%	32%	4%	15%
2	CCn1c(Cc2c(C)[nH]c3ccccc23)nnc1SCC(=O)NCc1ccccc1	5%	5%	-1%	7%	12%	-9%	39%[activator]	5%	-18%[57.1 µM]
3	CCOC(=O)c1sc2nc(C)[nH]c(=S)c2c1C	1%	2%	39%[activator]	-1%	3%	-8%	34%	-5%	-6%[57.1 µM]
4	CC(=O)c1cc(C(=O)Nc2cccc(C)c2)c2ccccn12	i	14%	-3%	3%	u	-14%	16%	3%	16%[57.1 µM]
5	Cc1ccc(S(=O)(=O)CC(=O)Nc2c(C)n(C)n(-c3ccccc3)c2=O)cc1	-1%	-6%	2%	7%	-7%	-1%	12%	3%	-12%[57.1 µM]
6	CCOC(=O)/C(C#N)=C1\CCCN1CC(N)=S	-9%	u	-5%	-13%	-23%	-18%	-25%	-1%	11%[57.1 µM]
7	O=C(O)C1(S(=O)(=O)CCC(F)=C(F)F)CC1	-4%	23%	-15%	6%	-17%	-17%	28%	-7%	5%[57.1 µM]
8	COc1ccc(-c2cc(C(F)(F)F)nc(SCC(=O)N(C)Cc3ccccc3)n2)cc1OC	4%	3%	9%	15%	-29%	18%	36%[activator]	-3%	144%[activator]

# Molecules listed so far with a halogen, in the order listed:
item	Molecule	Tb PGK inh	RGS4 inhibitor	Pin1 inh	GLS inhibitor	ALOX12 inh	JMJD2A Tudor	HP1b chromo inh	ERG-DNA inh	TrxR1 inh
7	O=C(O)C1(S(=O)(=O)CCC(F)=C(F)F)CC1	-4%	23%	-15%	6%	-17%	-17%	28%	-7%	5%[57.1 µM]
8	COc1ccc(-c2cc(C(F)(F)F)nc(SCC(=O)N(C)Cc3ccccc3)n2)cc1OC	4%	3%	9%	15%	-29%	18%	36%[activator]	-3%	144%[activator]

# More results follow.
item	Molecule	Tb PGK inh	RGS4 inhibitor	Pin1 inh	GLS inhibitor	ALOX12 inh	JMJD2A Tudor	HP1b chromo inh	ERG-DNA inh	TrxR1 inh
9	COc1cc(/C=C/c2cc[n+](C)cc2)ccc1OCC(=O)Nc1ccccc1	-6%	-14%	-1%	-1%	u	-9%	14%	14%	-1%
10	CC1CCCC(NC(=O)CN2C(=O)NC(Cc3c[nH]c4ccccc34)C2=O)C1C (centres undefined)	-2%	-29%	-4%	10%	-5%	-11%	27%	-1%[15.4 µM]	-5%
11	O=C(Cn1cc([N+](=O)[O-])cn1)NCc1cc2ccccc2[nH]1	-1%	-20%	12%	12%	-25%	-24%[57.1 µM]	-6%	3%	6%
12	CC/C(=N\NC(=O)CSCc1ccccc1Br)c1ccc2c(c1)OCCO2	3%	-3%	-5%	4%	2%	-1%	24%	-4%	-16%
13	CCOc1ccccc1C(=O)n1nc(C)cc1C	-1%	-49%	4%	3%	-21%	1%	17%	1%	13%[57.1 µM]
14	COc1ccccc1C(=O)NNC(=O)c1ccc(NC(=O)c2ccccc2)cc1	-8%	-7%	-1%	-2%	10%	-1%	39%[activator]	-7%	0%[11.4 µM]
15	CC(=O)N1CCN(C2=NC(=O)/C(=C/c3ccc(OS(=O)(=O)c4ccccc4)cc3)S2)CC1	-3%	u	2%	5%	23%	u	-5%	31%[activator]	-12%
16	Cc1ccc(OCC(=O)NCC(=O)OCc2cc(=O)n3nc(C)sc3n2)cc1	-3%	-28%	3%	4%	-4%	-15%	54%[activator]	4%	8%[57.1 µM]
17	Cc1cc(C)cc(CC(Cc2nc3ccccc3[nH]2)c2nc3ccccc3[nH]2)c1 (centres undefined)	i	-10%	2%	5%	0%	u	6%	u	-4%
18	CCOc1ccc(C(=O)NCC(c2ccco2)N2CCOCC2)cc1 (centres undefined)	2%	2%	-7%	-2%	10%	-6%	30%	-16%	10%
19	N#CCCN(C(=O)COC(=O)c1ccc2c(c1)OCCO2)c1ccccc1	2%	1%	-1%	-9%	-10%	-11%	23%	8%	18%
20	CSc1ccccc1NC(=O)c1noc(C)c1[N+](=O)[O-]	-12%	-28%	0%	-7%	-18%	-23%	5%	12%	u
21	CCN(CC(=O)Nc1ccc(NC(C)=O)cc1)CC(=O)Nc1cc(C)on1	-8%	3%	-1%	0%	-7%	-17%	4%	-4%	2%
22	COc1ccc(-c2cc(C(F)(F)F)nc(N3CCCCCC3)n2)cc1	-2%	10%	0%	-26%	0%	177%[activator]	221%[activator]	-3%	20%
23	CCN(C(=O)c1ccco1)c1nnc(-c2cccnc2)s1	-5%	7%	1%	-7%	-10%	4%	31%	-5%	11%
24	COc1cc(NC(=S)Nc2ccc(Br)cc2Cl)c(OC)cc1Cl	-7%	-24%	5%	7%	u	-32%	u	-12%	u
25	O=C(c1ccco1)N1C2C=CC(C2)C1(C(F)(F)F)C(F)(F)F (centres undefined)	-20%	-4%	-3%	-17%	-8%	-19%	6%	-1%	3%
26	Cc1ccccc1-n1c(C)cc(/C=C2/C(=N)N3C(c4ccccc4)=CSC3=NC2=O)c1C	7%	-42%	u	6%	u	-28%	-1%	29%	-4%
27	Cc1onc(-c2ccccc2)c1C(=O)N/N=C/c1cc2c(cc1Br)OCO2	-1%	-7%	2%	-17%	-14%	-7%	39%[activator]	0%	8%[57.1 µM]
28	O=C1C=C(c2ccccc2)C(=O)N1Nc1ccccc1	6%	u	-3%	u	u	-12%	21%	7%	3.2µM*
29	Nc1nc(SCC(=O)NCCN2CCOCC2)nc2sc3c(c12)CCC3	i	-24%	2%	5%	-13%	-11%	-7%	-6%	13%[57.1 µM]
30	Nn1c(SCc2csc(-c3ccccc3)n2)nnc1-c1cccs1	1%	32%	11%	4%	u	u	46%[activator]	0%	-3%[57.1 µM]
31	COC(=O)C1C(=O)C2=C(CC1C)NC(C)=C(C(=O)OC1CCCCC1)C2c1ccc(N(C)C)cc1 (centres undefined)	i	19%[11.4 µM]	10%	-3%	0%	u	u	-5%	19%[57.1 µM]
32	Cc1cc(=O)[nH]c(SCC(=O)Nc2ncc(S(=O)(=O)c3ccc([N+](=O)[O-])cc3)s2)n1	-3%	-33%	-3%	5%	-18%	-25%	u	6%	-18%[57.1 µM]

# Records listed above that bear a hit mark in TrxR1 inh.
item	Molecule	Tb PGK inh	RGS4 inhibitor	Pin1 inh	GLS inhibitor	ALOX12 inh	JMJD2A Tudor	HP1b chromo inh	ERG-DNA inh	TrxR1 inh
28	O=C1C=C(c2ccccc2)C(=O)N1Nc1ccccc1	6%	u	-3%	u	u	-12%	21%	7%	3.2µM*

# 2 compounds from above with just GLS inhibitor:
No. | smiles | GLS inhibitor
31 | COC(=O)C1C(=O)C2=C(CC1C)NC(C)=C(C(=O)OC1CCCCC1)C2c1ccc(N(C)C)cc1 (centres undefined) | -3%
32 | Cc1cc(=O)[nH]c(SCC(=O)Nc2ncc(S(=O)(=O)c3ccc([N+](=O)[O-])cc3)s2)n1 | 5%

# Additional compounds
item	Molecule	Tb PGK inh	RGS4 inhibitor	Pin1 inh	GLS inhibitor	ALOX12 inh	JMJD2A Tudor	HP1b chromo inh	ERG-DNA inh	TrxR1 inh
33	CC(Sc1nc(N)cc(N)n1)C(=O)NCC1CCCO1 (centres undefined)	-9%	-2%	-12%	4%	8%	6%	36%	0%	30%
34	CC(=O)OCC1CC(COC(C)=O)C(COC(C)=O)CC1COC(C)=O (centres undefined)	-1%	-50%	-3%	7%	14%	1%	36%	9%	-5%[11.4 µM]
35	COc1cccc(-n2ccnc2SCC(=O)Nc2nccs2)c1	-1%	2%	4%	0%	27%	-21%	19%	-8%	14%
36	O=C(CSc1nnc(-c2ccncc2)o1)NCc1ccccc1	-6%	-1%	u	11%	13%	-11%	29%[57 µM]	-22%	17%
37	Cc1ccc(S(=O)(=O)N2CCN(c3nc(-c4ccccc4)nc4ccccc34)CC2)cc1	x	3%	-1%	x	1%	5%	0%	x	15%
38	Cc1ccc(C(=O)NCc2ccc3c(c2)OCO3)cc1	i	6%	-5%	-1%	17%	-13%	25%	12%	21%
39	CCOc1ccccc1N(C)S(=O)(=O)c1ccc2c(c1)N(C(C)=O)CCO2	-10%	17%[11.4 µM]	1%	5%	u	-3%	32%[activator]	9%	12%
40	CCn1cc(S(=O)(=O)c2cc(C)cc(C)c2)c(=O)c2cc(F)c(N3CCN(c4ccccc4)CC3)cc21	1%	9%	7%	5%	1%	-5%	18%	1%	30%
41	CC(=O)c1cccc(N(C(=O)c2ccccn2)C(C(=O)NC2CCCCC2)c2ccccc2)c1 (centres undefined)	-8%	-15%	-4%	-13%	u	2%	36%	9%	13%[57.1 µM]

# This is a subset; the hit share may differ from the screen's.
